# Mtb BioA inh: BioA (M. tuberculosis) enzyme inhibition; purified M. tuberculosis BioA enzyme, plate reader; inhibition, % at 9.99 µM; 360,000 compounds, 0.096% hits; AID 602481; in the data active means inhibition above about 40%; inconclusive means no clear call, values can overlap the other calls
# BoNT F protease: BoNT F light chain protease inhibition | Multiplex microsphere protease cleavage assay, flow cytometry | inhibition, % at 10 µM | 360,000 compounds, 0.22% hits | AID 588497; in the data active means inhibition above about 35%, passing the limit was not always enough; inconclusive means no clear call, values can overlap the other calls; further: plate controls were buffer without enzyme for full effect and enzyme alone for no effect
# CCHFV vOTU inh: blocks the CCHF virus ovarian tumor domain protease; CCHFV vOTU protease, Pep-AMC fluorescence; inhibition, % at 11.5 µM; 370,000 compounds, 0.55% hits; AID 651958; further: 0% = vehicle wells with enzyme and 100% = no enzyme wells
# FBA Mtb inh: inhibits M. tuberculosis FBA enzyme | 360,000 compounds, 2.3% hits | P9WQA3 | purified M. tuberculosis FBA, fluorescence read-out | inhibition, % at 1 µM; in the data active means inhibition above about 27%;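 further: 0% = vehicle and 100% = reference inhibitor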
# Target sequence (P9WQA3 whole entry, looked up): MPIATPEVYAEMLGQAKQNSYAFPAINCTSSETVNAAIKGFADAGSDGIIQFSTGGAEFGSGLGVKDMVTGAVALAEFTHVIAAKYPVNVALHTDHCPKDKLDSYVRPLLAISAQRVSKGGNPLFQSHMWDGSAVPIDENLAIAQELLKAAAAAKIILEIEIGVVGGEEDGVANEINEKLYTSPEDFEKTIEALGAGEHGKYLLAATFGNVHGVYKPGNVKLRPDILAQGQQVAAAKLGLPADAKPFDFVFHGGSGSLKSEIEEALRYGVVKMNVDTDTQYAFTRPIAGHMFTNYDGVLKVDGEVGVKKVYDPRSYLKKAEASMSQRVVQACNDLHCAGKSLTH
# FadD28 binding: blocks FadD28 binding to the bisubstrate probe | AID 588549 | fluorescence polarization | 360,000 compounds, 0.22% hits | inhibition, % at 12.5 µM; in the data active means inhibition above about 8.5%, passing the limit was not always enough; inconclusive means no clear call, values can overlap the other calls
# GDH-TPI inh: counter-screen for M. tuberculosis FBA inhibitors: GDH-TPI coupled enzymes | 360,000 compounds, 1.2% hits | inhibition, % at 4.8 µM | GDH-TPI coupled enzyme counterscreen, NADH absorbance | AID 588335;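 further: 0% = DMSO wells and 100% = wells lacking the enzyme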
# BoNT-A LC inh2: blocks Botulinum neurotoxin A light chain protease; multiplex microsphere protease substrate cleavage, flow cytometry; inhibition, % at 10 µM; 360,000 compounds, 0.17% hits; AID 588499; in the data active means inhibition above about 30%; inconclusive means no clear call, values can overlap the other calls; further: plate controls were buffer without enzyme for full effect and enzyme alone for no effect
# Mtb UGM inh: Mtb UDP-galactopyranose mutase inhibition; P9WIQ1; purified UGM, fluorescence polarization probe displacement; inhibition, % at 10 µM; 320,000 compounds, 0.06% hits; AID 504406; in the data active means inhibition above about 10%, passing the limit was not always enough; inconclusive means no clear call, values can overlap the other calls
# Target sequence (P9WIQ1 whole entry, looked up): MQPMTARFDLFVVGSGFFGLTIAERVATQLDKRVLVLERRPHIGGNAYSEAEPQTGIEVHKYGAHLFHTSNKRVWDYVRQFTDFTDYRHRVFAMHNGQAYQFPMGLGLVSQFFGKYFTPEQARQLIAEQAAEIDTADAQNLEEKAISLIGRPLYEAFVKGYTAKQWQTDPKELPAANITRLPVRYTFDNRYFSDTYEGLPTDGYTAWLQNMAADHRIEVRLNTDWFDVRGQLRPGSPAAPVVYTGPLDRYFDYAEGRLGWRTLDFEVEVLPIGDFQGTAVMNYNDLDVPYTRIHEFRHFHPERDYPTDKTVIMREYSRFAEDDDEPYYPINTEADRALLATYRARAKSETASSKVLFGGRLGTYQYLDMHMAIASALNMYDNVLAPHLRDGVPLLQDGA
# PrPC surface inh: reduces human prion protein on the cell surface | P04156 | 370,000 compounds, 0.43% hits | inhibition, % at 13.8 µM | cell surface PrPC, TR-FRET read-out | AID 720596; in the data active means inhibition above about 24%; further: 0% = median of the test wells and 100% = reference compound wells
# The depositor's hits bear a star; ? = inconclusive; · = no result given. Unless noted, no stated cut-off is given here; in the data, active means inhibition above about 30%; inactive means the rest.
# Each structure is followed by: Mtb BioA inh	BoNT F protease	CCHFV vOTU inh	FBA Mtb inh	FadD28 binding	GDH-TPI inh	BoNT-A LC inh2	Mtb UGM inh	PrPC surface inh
COCCN(CC(=O)NCc1ccc(F)cc1)C(=O)CCC(=O)Nc1nccs1
    -0.5	-18.8	7.2	8.0	-5.6	-9.4	-0.3	-0.5	3.5
CCOc1ccc2oc(C(=O)OCC(=O)N3CC(C)OC(C)C3)c(C)c2c1 (configuration not stated)
    0.2	-0.5	-14.2	45.8*	-1.5	4.9	-0.6	1.4	-3.1
CCCNC(=O)C1(C)CCCN(Cc2ccc(C)cc2)C1 (configuration not stated)
    1.9	1.9	-1.8	0.6	-1.2	7.5	-0.2	·	-5.1
O=C(Nc1ccnn1C1CCN(C2CCC2)CC1)c1ccccc1
    -1.5	-5.7	6.3	-1.1	-3.9	0.3	-2.8	0.4	0.1
Cc1ccc(CN2CCNC(=O)C2CC(=O)O)cc1 (configuration not stated)
    0.4	-8.0	-1.0	-0.5	-1.8	-2.8	0.4	0.7	6.9
Cc1ccc(-c2nc(CS(=O)CC(=O)NCc3ccc(Cl)cc3)c(C)o2)cc1 (configuration not stated)
    0.3	-7.3	2.0	-0.2	0.2	-1.9	0.0	2.8	2.6
CCOc1ccc(NS(=O)(=O)c2cc(C(=O)NCC3CCCO3)ccc2Cl)cc1 (configuration not stated)
    -1.8	-20.3	6.0	4.2	1.2	0.0	-3.2	·	-4.1
Cn1c(=O)c2[nH]c(CCCc3ccc([N+](=O)[O-])cc3)nc2n(C)c1=O
    ·	5.7	1.5	0.4	-1.1	2.3	-0.2	·	-17.6
CN(c1ccccc1)c1nc(N)c([N+](=O)[O-])c(N2CCOCC2)n1
    ·	?	4.0	-0.2	-3.5	-0.4	?	0.2	5.2
O=C(Cn1cc([N+](=O)[O-])cn1)Nc1nc2ccccc2s1
    ·	-6.9	-13.5	-1.1	-2.6	9.2	-2.5	0.7	-1.2
CCOc1cc(C2Nc3cccc4cccc(c34)N2)ccc1O
    -6.2	-42.2	·	-3.0	1.2	16.4	-2.1	-2.6	·
O=C(O)C1C2C=CC(C2)C1C(=O)NCc1cccc(Cl)c1 (configuration not stated)
    -0.4	2.2	1.8	-1.7	-0.6	8.9	-0.3	-1.3	-5.7
CCCn1ccnc1SC(C)C(=O)Nc1c(C)n(C)n(-c2ccccc2)c1=O (configuration not stated)
    -1.1	-2.9	13.2	-0.3	-3.8	-9.5	-0.4	0.3	7.4
O=Nc1c(O)n(Cc2cccc(Cl)c2)c2ccccc12
    ·	-17.1	8.9	-1.0	-11.5	2.8	0.0	0.0	-10.5
CCOc1cc(/C=C(/NC(C)=O)C(=O)O)cc(Cl)c1OCc1cccc(Br)c1
    3.0	7.6	16.4	1.7	-15.7	1.2	0.5	-1.4	-4.1
CCOC(=O)[C@@H]1[C@H]2COc3ccc(Br)cc3[C@@H]2N2C(=O)N(c3ccc(C)cc3)C(=O)[C@@]12C
    -2.0	-5.9	-2.8	-1.6	-6.2	1.8	-0.4	-0.5	-5.2
CN(C)c1cc(-c2ccc(Cl)cc2Cl)oc(=O)c1Cl
    -2.0	?	-6.9	-1.0	-0.7	13.8	3.7	-1.1	-4.2
CCc1nc2c(OCc3ccc(C(F)(F)F)cc3)cccn2c1N(C)C(=O)c1ccc(C)cc1
    -0.1	-2.4	19.6	-1.4	-6.3	2.2	-0.2	·	16.9
Cc1ccc(C(N)=S)c(C)c1
    0.1	-7.5	4.1	2.8	1.1	3.7	-0.5	0.1	5.0
COc1ccc(NS(=O)(=O)c2cccc(NC(=O)c3ccccn3)c2)cc1
    -0.9	-1.0	1.2	9.9	-0.9	-2.6	0.3	-0.7	-1.3
CC1(C(=O)NC2CCCCCC2)CCN1C(=O)C1(c2ccccc2)CC1 (configuration not stated)
    -0.9	2.3	6.7	2.0	-4.6	7.1	0.3	·	3.2
Cc1cc(C)c(-c2c(O)c3ccccc3n(C)c2=O)c(C)c1
    -0.6	-6.7	-7.0	62.7*	-1.6	14.0	0.4	-2.6	0.0
Cc1cc(C)nc(SCc2ccc(C(=O)N/N=C/c3ccc(C(=O)O)cc3)cc2)n1
    ·	-2.1	-15.5	1.6	-8.2	12.5	0.3	5.4	-7.4
Cc1sc2ncnc(SCC(=O)NC(=O)c3cccn3C)c2c1C
    ·	-4.7	-7.1	-3.0	-0.7	-3.7	1.4	-2.7	31.0*
O=C(COC(=O)C1CSC2(c3ccc(F)cc3)CCC(=O)N12)NC(=O)NC1CCCC1 (configuration not stated)
    ·	4.9	-3.3	-0.5	-3.5	3.1	-0.7	0.2	2.8
Cc1ccc(NC(=O)c2ccoc2C)cc1C
    ·	1.4	-6.8	-0.5	-0.9	4.7	-0.5	-1.5	6.6
Cc1[nH]nc2c(=S)[nH]c(=O)[nH]c12
    ·	0.0	-1.1	-2.8	-4.6	7.6	0.1	·	-5.0
CCc1ccc(-c2ccc(C(=O)O)c(C)n2)cc1
    ·	0.0	-7.4	5.4	-0.1	11.4	-0.2	1.4	-6.2
O=C(COC(=O)CSc1ccc([N+](=O)[O-])cc1)NC1CCCCCCC1
    -1.0	?	11.1	2.6	0.0	15.7	1.8	-0.5	-6.8
COc1ccc(NC(=O)Nc2ccon2)cc1OC
    1.4	-4.7	-1.5	-0.6	-3.5	-1.7	-1.9	-0.5	7.1

# In a second layout: entries from further up.
Compound	Mtb BioA inh	BoNT F protease	CCHFV vOTU inh	FBA Mtb inh	FadD28 binding	GDH-TPI inh	BoNT-A LC inh2	Mtb UGM inh	PrPC surface inh
O=C(COC(=O)C1CSC2(c3ccc(F)cc3)CCC(=O)N12)NC(=O)NC1CCCC1 (configuration not stated)	·	4.9	-3.3	-0.5	-3.5	3.1	-0.7	0.2	2.8
Cc1ccc(NC(=O)c2ccoc2C)cc1C	·	1.4	-6.8	-0.5	-0.9	4.7	-0.5	-1.5	6.6
Cc1[nH]nc2c(=S)[nH]c(=O)[nH]c12	·	0.0	-1.1	-2.8	-4.6	7.6	0.1	·	-5.0
CCc1ccc(-c2ccc(C(=O)O)c(C)n2)cc1	·	0.0	-7.4	5.4	-0.1	11.4	-0.2	1.4	-6.2

# Further results
# Each structure is followed by: Mtb BioA inh	BoNT F protease	CCHFV vOTU inh	FBA Mtb inh	FadD28 binding	GDH-TPI inh	BoNT-A LC inh2	Mtb UGM inh	PrPC surface inh
O=C(NCC1CCCO1)c1ccc2ccccc2n1 (configuration not stated)
    0.9	-4.3	7.6	5.5	-1.9	-4.8	0.2	3.0	-1.2
CCOC(=O)CSc1ncnc2c1cnn2-c1ccc(C)cc1C
    ·	-3.3	-7.1	2.1	-2.8	3.7	0.3	1.9	4.5
COC(=O)c1cc2c(s1)-c1ccccc1CC2
    -1.2	-5.8	-35.7	94.4*	-2.3	6.0	0.5	-0.1	-4.0
COCCNC(=O)c1nn2c(C(F)(F)F)cc(-c3ccccc3)nc2c1Br
    1.6	-8.7	-6.2	-1.0	-0.6	6.7	-0.5	·	-1.9
O=c1[nH]c2cc([N+](=O)[O-])ccc2c2ccccc12
    ·	-0.4	-6.1	2.5	1.9	12.4	0.3	·	-24.7
CC(=O)NC1(C(F)(F)F)NC(=O)N(C2CCCCC2)C1=O (configuration not stated)
    -1.4	3.0	0.5	1.1	-1.1	-11.4	-0.3	1.1	0.3
CCOC(=O)C1CCN(c2cc3c(cc2NC(=O)c2ccccc2F)n(C)c(=O)n3C)CC1
    -0.5	8.9	4.9	2.1	1.5	11.1	0.9	0.9	0.7
O=C(Cc1cccs1)Nc1nnc(C2CC2)s1
    ·	-4.5	14.4	1.4	-0.2	-0.6	0.4	-1.2	-0.4
COc1ccc(OCc2nnc(SCC(=O)Nc3nnc(C4CC4)s3)n2C)cc1
    -1.5	-6.1	7.2	-4.7	0.8	-1.9	0.4	2.6	1.6
C/C(=N\NC(=O)CN1CCN(Cc2ccccc2)CC1)c1cccs1
    ·	-0.7	1.7	3.5	-3.2	4.0	-0.6	-1.1	-4.8
Cc1c(OCC(=O)NCc2cccnc2)ccc2c3c(c(=O)oc12)CCC3
    2.4	-5.3	5.6	9.9	0.3	20.7	-0.9	-0.8	-6.3
CC1S/C(=N/N=C/c2cccs2)NC1=O (configuration not stated)
    -3.7	1.5	8.3	0.3	0.5	42.3*	0.2	-0.4	0.4
CN(CCO)C(=O)C(c1ccccc1)c1ccccc1
    ·	?	-12.5	2.3	-3.1	-9.4	?	-0.2	0.4
COC(=O)C(Cc1c[nH]c2ccccc12)NC(=O)c1ccccc1Br (configuration not stated)
    0.1	?	-6.6	-0.8	-0.4	0.0	-3.1	1.5	-0.3
CCCCC(=O)NCCc1cc2ccc(OC)cc2[nH]c1=O
    0.1	-7.4	4.1	6.7	-2.8	18.0	0.6	-0.2	8.2
O=C(N/N=C/c1cccc2ccccc12)c1ccncc1
    -11.2	8.7	15.7	4.0	-2.4	26.6	3.3	2.2	-6.2
Cc1cccc(C)c1-n1nnnc1C1(C)CCC(=O)N1CCc1ccc(O)cc1 (configuration not stated)
    ·	-8.5	0.7	·	·	·	0.4	·	-4.4
CCc1ccc(OC2=NS(=O)(=O)c3ccccc32)cc1
    ·	-4.1	2.0	6.1	-1.9	0.3	-1.4	·	-2.5
COc1ccc(CCNC(=O)Cc2ccsc2)cc1
    0.4	-2.0	-10.0	-1.4	-0.5	-1.0	-0.9	-1.6	-0.6
COc1cc(CCC(=O)OCC(=O)NCc2ccc(Cl)cc2)cc(OC)c1OC
    ·	7.7	-4.0	2.1	-0.9	4.2	1.8	-0.6	1.2
Nc1c(N(CCC2=CCCCC2)C(=O)c2ccccc2F)c(=O)[nH]c(=O)n1Cc1ccccc1
    2.3	-2.7	-4.3	1.3	-1.5	15.2	-0.6	-0.8	-4.6
Cn1cc(CNC(=O)c2cc(-c3ccccc3)nc3ccc(Br)cc23)cn1
    ·	-4.8	-21.7	-0.8	-0.9	4.4	0.8	0.3	-1.2
O=S1(=O)N=C2CCCCCN2C(c2ccc(Cl)cc2)N1 (configuration not stated)
    ·	0.5	-5.4	2.2	-5.4	-13.5	-0.3	-0.7	4.9
COc1cccc(CCc2nnc(N)s2)c1
    -0.1	·	-4.8	0.7	-5.1	0.0	·	2.3	-11.7
CCCNC(=O)C1(C)CCCN(C(=O)c2ccc(OC(F)F)cc2)C1 (configuration not stated)
    3.3	-3.5	5.6	-1.4	-1.3	4.0	-0.1	·	1.4
CC(C)n1c(CSCc2ccc(Cl)cc2Cl)n[nH]c1=S
    ·	-7.6	-9.0	24.0	-2.5	2.8	-1.0	-1.3	0.9
COCCn1c(SCC(=O)NC2CCCC(C)C2C)nc2ccccc2c1=O (configuration not stated)
    -1.5	·	-3.2	-1.6	-1.1	8.1	·	·	0.1
Cc1ccc(-n2ncc(C#N)c2N)cc1
    ·	?	-5.4	-2.0	-0.4	-3.4	2.2	-0.9	11.1
COc1cc(/C=C/c2nc(N)nc(-c3ccccc3O)n2)cc(OC)c1OC
    ·	-6.7	5.9	-2.3	-1.0	19.9	-0.4	1.7	3.0
COc1cc2c(cc1NS(=O)(=O)N1CCCC1)oc1ccccc12
    0.2	-2.2	7.8	7.6	-2.2	-9.6	0.5	·	12.6
Cc1cc(C(=O)COC(=O)Cn2c(C(F)(F)F)nc3ccccc32)c(C)n1Cc1ccco1
    -1.2	-35.2	-3.0	-0.7	-1.7	6.1	-2.8	1.5	-4.0
O=C(C1CCN(S(=O)(=O)c2ccc3c(c2)OCCO3)CC1)N1CCc2ccccc21
    -0.9	9.6	-6.4	1.2	-1.7	9.2	0.0	-1.5	-4.8
OC[C@@H]1CN(Cc2ccc3c(c2)OCO3)C[C@H](n2cnc3c(NC4CCCC4)ncnc32)O1
    -0.5	4.7	12.2	2.0	-1.4	3.9	0.3	·	16.1
CCO[C@@H]1OC(C(=O)N2CCN(Cc3ccc4c(c3)OCO4)CC2)=C[C@H](C2CC2)[C@H]1CCCO
    3.4	2.4	-4.9	-2.0	-3.8	0.0	0.3	-0.9	1.8
Cc1ccc(S(=O)(=O)NCCC(C)C)cc1[N+](=O)[O-]
    ·	1.6	8.4	-0.3	0.3	4.1	-0.5	0.1	-8.0
